# High-throughput results: PubChem BioAssay, several laboratories
# MOR-DOR inv ag: inverse agonists of MOR-DOR heterodimerization, primary screen, cell-based, luminescence | Mu-type opioid receptor (Homo sapiens) + Delta-type opioid receptor (Homo sapiens), … | cell-based MOR-DOR heterodimer luminescence, inverse agonism | inhibition, % at 9.3 µM | 340,000 tested, 0.21% active | AID 504357, 2011; in the data active = inhibition above about 22%, passing the limit was not always enough;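 note: 0% = cells with DMSO and 100% = wells without cells with DMSO; values of inactives mirror those of a sister screen read the other way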
# Target sequence (P35372 whole entry, looked up): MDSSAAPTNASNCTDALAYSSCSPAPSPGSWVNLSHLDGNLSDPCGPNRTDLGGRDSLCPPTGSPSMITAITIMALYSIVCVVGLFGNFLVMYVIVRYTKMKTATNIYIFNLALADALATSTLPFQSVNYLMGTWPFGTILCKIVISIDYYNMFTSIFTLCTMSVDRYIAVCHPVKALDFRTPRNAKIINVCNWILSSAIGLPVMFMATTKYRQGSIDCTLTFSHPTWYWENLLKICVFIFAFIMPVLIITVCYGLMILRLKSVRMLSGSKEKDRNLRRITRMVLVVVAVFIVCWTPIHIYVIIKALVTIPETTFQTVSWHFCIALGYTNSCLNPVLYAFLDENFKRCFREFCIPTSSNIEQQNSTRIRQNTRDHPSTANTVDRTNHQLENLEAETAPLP
# Target sequence (P41143 whole entry, looked up): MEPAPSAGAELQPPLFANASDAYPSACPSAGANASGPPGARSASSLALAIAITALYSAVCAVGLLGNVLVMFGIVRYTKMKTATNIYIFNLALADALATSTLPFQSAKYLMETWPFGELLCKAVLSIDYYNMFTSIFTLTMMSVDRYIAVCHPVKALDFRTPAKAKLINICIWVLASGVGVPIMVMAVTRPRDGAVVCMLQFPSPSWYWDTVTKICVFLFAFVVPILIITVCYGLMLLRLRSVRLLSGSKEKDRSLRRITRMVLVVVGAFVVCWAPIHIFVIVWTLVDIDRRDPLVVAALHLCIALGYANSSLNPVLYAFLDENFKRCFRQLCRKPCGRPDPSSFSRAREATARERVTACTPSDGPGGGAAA
# PKA-R1A act: activators of PKA-R1A holoenzyme, primary screen, biochemical, fluorescence polarization, Cy5-IP20, bovine R1A, mouse PKAc. cAMP-dependent protein kinase type I-alpha regulatory subunit (Bos taurus) + …. PKA-R1A dissociation; scaled: DMSO 0%, 113 µM cGMP 100%. activation, % at 11.4 µM. 340,000 tested, 0.083% active;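 active = percent activation above the mean of all tested compounds plus 3 SD, cut at about 19% in these data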;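 note: higher means more PKAc released from R1A so a rise in polarization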
# SUMO Mot1 rescue: yeast Mot1-301 growth rescue at high temperature, primary screen, SUMOylation pathway inhibitor project, S. cerevisiae, ATP luminescence, 38.5C; S. cerevisiae Mot1-301 growth rescue; percent above DMSO median, 100 means doubled; growth rescue, % at 18.8 µM; 320,000 tested, 1% active; AID 2716, 2010;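 active = every valid replicate shows activation above 250% relative to neutral control wells; inactive = the rest, any valid replicate at or below 250%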;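 note: OY570 slx delta 5 strain wells were the positive control but not used for scaling; some compounds called inactive have numbers as strong as hits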
# HTR5A ag ctr: HTR5A agonists in luminescence cell assay, primary screen, counter-screen for OPRM1-OPRD1 heterodimer agonist project, full-deck HTS | cell-based | activation, % at 9.3 µM | 340,000 tested, 0.61% active | AID 504692, 2011; in the data active = activation mostly above about 9.5%, no sharp cut-off; inactive = mostly below about 7.6%;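 note: 0% = cells with vehicle only and 100% = reference agonist; strong numbers were not always called active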
# phage Ecoli inh: growth loss of phage-infected E. coli, primary screen, RecBCD inhibitor project, absorbance, with phage, HTS. inhibition, % at 11.9 µM. 360,000 tested, 0.26% active. AID 651602, 2012; in the data active = inhibition above about 11%
# PfHsp90 set2: growth inhibition of PfHsp90-expressing yeast, primary screen, antimalarial PfHsp90 inhibitor project, S. cerevisiae, BacTiter-Glo luminescence, single point, set 2; BacTiter-Glo ATP, 48 h; yeast lacking PDR1 and PDR3 efflux regulators; inhibition, % at 9.4 µM; 310,000 tested, 0.32% active; AID 504621, 2011;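 active = every replicate shows inhibition above about 80%, whatever the replicate mean, limit read from the data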;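 note: 0% = DMSO neutral controls and 100% = 20 µM radicicol positive controls; yeast relying on Plasmodium falciparum Hsp90 in place of its own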
# HTR5A inv ctr: HTR5A inverse agonists in luminescence cell assay, primary screen, counter-screen for OPRM1-OPRD1 heterodimer inverse agonist project, full-deck HTS; HTR5A cell line, inverse agonism; inhibition, % at 9.3 µM; 340,000 tested, 0.083% active; AID 504634, 2011; in the data active = inhibition mostly above about 23%, no sharp cut-off; inactive = mostly below about 18%;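 note: 0% = cells with DMSO and 100% = no-cell wells with DMSO; some compounds called inactive have numbers as strong as hits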
# MOR-DOR ag: agonists of OPRM1-OPRD1 heterodimerization, primary screen, cell-based, luminescence | activation, % at 9.3 µM | AID 504326, 2011 | cells | 340,000 tested, 0.3% active | Mu-type opioid receptor (Homo sapiens) + Delta-type opioid receptor (Homo sapiens), …; in the data active = activation above about 18%;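 note: 0% = vehicle-treated cells and 100% = reference agonist; values of inactives mirror those of a sister screen read the other way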
# E coli growth: E. coli V3065 growth inhibition, primary screen, counter-screen for AddAB inhibitor project, absorbance, OD600 | 18 h | inhibition, % at 11.9 µM | 330,000 tested, 0.27% active | AID 449728, 2010;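 active = inhibition above the campaign's mean inhibition across all tested compounds plus 3 SD, cut at about 9.9% in these data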;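 note: uninfected addAB+ strain grown without phage in ampicillin broth; 0% = DMSO wells and 100% = ciprofloxacin 0.95 µg/ml wells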
# AddAB inh: growth inhibition of E. coli expressing H. pylori AddAB, primary screen, AddAB inhibitor project, absorbance; inhibition, % at 11.9 µM; 330,000 tested, 0.29% active; in the data active = inhibition above about 12%;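 note: 0% = vehicle wells of infected cells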
# Pemphigus Ab inh: inhibitors of pemphigus antibody binding to DSG3, primary screen, biochemical, bead-based, flow cytometry, scFv-GFP; Desmoglein-3 (Homo sapiens), P32926; DSG3-coupled beads, scFv-anti-DSG3-GFP binding; hits give low values; binding (percent of control), % at 10 µM; 310,000 tested, 0.48% active; AID 588358, 2011;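 active = binding more than 3 SD below its plate's average and above zero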;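 note: hits lower antibody fragment binding to DSG3; some compounds called inactive have numbers as strong as hits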
# The depositor's hits bear a star; x = not tested or not shown.
# Below each SMILES – MOR-DOR inv ag	PKA-R1A act	SUMO Mot1 rescue	HTR5A ag ctr	phage Ecoli inh	PfHsp90 set2	HTR5A inv ctr	MOR-DOR ag	E coli growth	AddAB inh	Pemphigus Ab inh
CCCn1c(SCC(=O)N2CC(=O)Nc3ccccc32)nc2ccccc21
 : -0.3	-14.0	110.3	2.2	0.3	2.7	-5.9	0.1	-0.9	-0.5	95.4
O=C(NC1CC1)C1CCCN(C(=O)NC2CCCCC2)C1 (stereo unspecified)
 : 13.8	-0.5	0.7	-0.6	2.1	-12.5	29.2	-2.8	0.4	4.8	96.2
CCn1cc(C(=O)N(C)c2ccc(OC)cc2OC)c2cc(OC)c(OC)cc2c1=O
 : 17.3	-6.1	415.0*	-0.5	1.2	-25.6	1.8	-3.8	-0.6	-0.3	108.6
[N-]=[N+]=NC[C@H](Cc1ccccc1)N1CCN(Cc2ccccc2)CCC1=O
 : -10.3	8.3	31.5	4.0	3.2	23.3	-10.9	1.8	-1.2	1.8	110.8
COc1c(C)cc(Br)cc1C(=O)Nc1cccc(NC(=O)c2ccco2)c1
 : 13.9	-4.0	7.1	-1.1	x	-0.6	21.0	-2.5	1.2	0.8	99.3
COCc1cc(C)nc(Sc2nc3c(c(=O)n(C)c(=O)n3C)n2C)c1C#N
 : 3.9	-0.7	x	-0.7	-0.7	26.0	2.5	-0.8	x	x	95.5
COC(=O)c1c(NC(=O)c2ccc(N(C)S(=O)(=O)c3ccc(C)cc3)cc2)sc2c1CCCC2
 : 1.3	-6.2	15.1	-2.1	2.2	-13.4	5.6	-0.2	0.8	0.4	96.5
CCOC(=O)C1(C)NC(c2ccc(OC)cc2OC)C2C(=O)N(c3cccc(OC)c3)C(=O)C21 (stereo unspecified)
 : -9.4	-1.4	-10.7	1.8	0.1	x	-6.1	1.7	0.8	2.4	112.8
C=CCOC(=O)C1=C(C)Nc2nnnn2C1c1cccc(OC)c1OC (stereo unspecified)
 : 6.8	8.2	6.2	-4.1	1.3	-3.3	4.1	-1.2	0.5	2.7	127.0
COc1ccccc1C(=O)OCc1cc(=O)n2ccsc2n1
 : 3.7	-6.6	-22.5	-0.1	1.5	-1.5	0.2	-0.7	0.7	-1.0	110.0
Cc1cc(C)c(S(=O)(=O)N2CCCCC2CCNC(=O)C(=O)NCC2CCCO2)c(C)c1 (stereo unspecified)
 : 4.8	9.8	-6.1	-7.0	-0.2	-55.8	19.1	-0.9	1.1	-1.0	100.3
CN(C(=O)c1cccc(NC(=O)Cc2ccccc2)c1)c1ccccc1
 : 1.8	-2.0	0.6	1.6	0.2	2.3	-6.0	-0.4	-0.8	1.5	99.2
CC(=NNC(=S)N1CC2CCC(CC2)C1)c1cccc(C)n1
 : 13.1	6.4	x	-0.5	-0.5	67.7	2.0	-3.0	x	x	95.8
O=C1C2C3C=CC(C2C(=O)N1c1ccc(O)cc1)C1C2C(=O)N(c4ccc(O)cc4)C(=O)C2C31 (stereo unspecified)
 : 3.5	-7.6	-1.2	-2.8	0.1	-5.1	-22.8	-0.7	-0.3	2.3	92.0
Cc1c(C)[n+](=O)c(-c2ccco2)c(C)n1[O-]
 : 2.2	-11.2	-1.8	-0.4	1.6	-0.6	-19.3	-0.4	0.5	0.5	96.6
O=S(=O)(c1cccc2c(S(=O)(=O)N3CCCC3)cccc12)N1CCCC1
 : 9.5	-16.9	-2.5	0.2	-0.7	13.1	-9.9	-1.6	-0.2	-0.3	104.0
CCN(CC(=O)Nc1c(F)cccc1F)C(=O)c1ccc(N2CCCC2)c([N+](=O)[O-])c1
 : 15.6	-8.2	-7.7	0.3	0.7	x	-0.8	-2.5	-1.0	-1.4	100.7
C[C@H](CO)N1C[C@H](C)[C@@H](CN(C)S(C)(=O)=O)Oc2ccc(NC(=O)Nc3ccc4c(c3)OCO4)cc2C1=O
 : -26.0	-1.0	-10.7	0.2	1.0	20.8	-19.7	4.7	-1.2	-0.9	106.5
O=C(c1ccc2c(c1)OCCO2)C1CCN(S(=O)(=O)c2cccc(F)c2)CC1
 : 6.4	1.8	-3.5	1.1	2.2	-13.9	-4.3	-1.2	-0.6	-0.8	109.0
CC(=O)C(=Nc1ccc(Cl)cc1Cl)NNc1cccc(Cl)c1
 : -68.5	-7.4	20.5	2.6	-0.8	-21.4	-7.1	12.1	-0.6	4.4	110.0

# A few values from the list.
# COC(=O)c1c(NC(=O)c2ccc(N(C)S(=O)(=O)c3ccc(C)cc3)cc2)sc2c1CCCC2 | HTR5A inv ctr = 5.6
# Cc1cc(C)c(S(=O)(=O)N2CCCCC2CCNC(=O)C(=O)NCC2CCCO2)c(C)c1 (stereo unspecified) | SUMO Mot1 rescue = -6.1

# (continued)
# Below each SMILES – MOR-DOR inv ag	PKA-R1A act	SUMO Mot1 rescue	HTR5A ag ctr	phage Ecoli inh	PfHsp90 set2	HTR5A inv ctr	MOR-DOR ag	E coli growth	AddAB inh	Pemphigus Ab inh
CC1CCCCN1C(=O)c1ccc(OC2CCN(S(=O)(=O)N(C)C)CC2)cc1 (stereo unspecified)
 : -1.4	-5.0	-11.5	1.7	1.2	9.7	-8.5	0.3	-1.2	-0.3	103.1
CCn1c(SCC(=O)Nc2nccs2)nnc1-c1cccnc1
 : 8.3	0.4	-8.5	-1.8	-0.2	2.6	-28.0	-1.5	0.7	1.4	112.2
Cc1cc(NC(=O)CSc2ccc3nnc(-c4ccccn4)n3n2)no1
 : 6.2	-7.6	6.0	5.9	-0.4	-21.3	-16.6	-1.2	1.5	0.6	100.5
O=C(COC(=O)c1ccc([N+](=O)[O-])o1)Nc1cccc(S(=O)(=O)N2CCCCC2)c1
 : -10.1	-5.2	3.1	-1.1	3.4	x	3.0	2.1	0.4	3.0	117.2
CCC(C)c1ccc(O)c(NC(=S)NC(=O)c2cccnc2)c1 (stereo unspecified)
 : 47.2*	-4.3	-0.4	-7.0	-1.7	-1.9	19.3	-8.6	-6.3	-4.8	88.1
COc1cccc(CNC(=O)C2CCCN(S(=O)(=O)N3CC(C)CC(C)C3)C2)c1 (stereo unspecified)
 : 16.0	-6.8	82.0	4.2	1.8	4.4	-1.2	-3.2	0.7	2.4	103.1
CC(=O)NCC1CCCN(C(=O)c2ccc(OC3CCN(Cc4ccccn4)CC3)cc2)C1 (stereo unspecified)
 : 10.9	5.6	x	-3.1	0.6	-43.1	-17.7	-2.0	-1.9	1.2	x
COc1ccc(OC)c(NC(=O)CSc2ncnc3c2cnn3-c2ccccc2Cl)c1
 : -20.6	-3.5	11.9	-3.6	x	-26.4	-22.0	3.3	2.1	-0.4	x
CC(=O)Nc1ccc(NC(=O)c2ccc3c(c2)C(=O)N(c2ccccc2C)C3=O)cc1
 : 4.4	-20.1	4.2	2.2	3.0	7.0	-8.2	-0.9	1.4	-2.1	88.2
COC(=O)[C@@H](NC(=O)Nc1cccc(Br)c1)C(C)C
 : 1.0	-15.4	0.4	4.9	4.9	-4.6	-12.8	-0.2	-0.9	2.8	104.2
COc1ccc(C=O)cc1CSc1ccccn1
 : 18.0	-3.1	-9.0	2.9	2.8	-6.7	5.9	-3.4	0.5	3.8	107.6
CC(=O)Nc1ccc(NC(=O)Cn2nc([N+](=O)[O-])c(Br)c2C)cc1
 : 12.2	-1.4	2.0	0.6	-0.6	-62.2	-1.6	-2.6	2.4	1.8	96.6
CC(=O)c1c(C(C)=O)c(C)n(C2CCCCC2)c1C
 : 9.3	2.2	1.9	-1.2	1.5	0.1	15.9	-1.6	0.1	0.0	95.5
O=C(Nc1ccc(Cl)cc1)C1(S(=O)(=O)c2ccccc2)CC1
 : 2.3	-4.7	12.6	-0.7	2.7	-9.8	2.7	-0.5	1.1	0.5	91.1
C=CCNc1nc(C)nc(OC)n1
 : 4.4	11.6	9.8	0.3	0.6	12.0	3.7	-0.8	-1.8	-3.5	x
O=C(O)c1cccc(S(=O)(=O)NCCc2ccccc2)c1
 : 8.9	-1.4	295.9	3.1	4.4	-7.7	-8.0	-1.5	-0.5	1.3	93.9
Cc1cc(C)n(/N=C/c2cccs2)c(=O)c1C#N
 : 14.2	-1.0	0.3	3.8	3.7	11.0	-13.2	-2.3	0.7	1.5	86.0
CC1C/C(=N\NC(=O)CCc2ccc(S(=O)(=O)N3CCOCC3)cc2)CC(C)(C)C1 (stereo unspecified)
 : 0.9	-3.2	-3.8	2.6	-0.3	11.9	-9.4	-0.2	-0.1	1.2	74.8
O=C(CSc1nnc2ccccn12)Nc1ccc2c(c1)OCO2
 : 10.4	-6.6	x	3.0	3.0	11.6	21.1	-2.0	2.9	-0.9	105.4
CCN(CC(=O)Nc1c(F)cccc1F)C(=O)/C=C/c1cn(Cc2ccccc2)nc1-c1cccnc1
 : 9.6	5.7	-0.8	5.5	0.2	2.8	-12.3	-1.8	1.1	3.7	x
Cc1csc(=Nc2ccccc2)n1CCO
 : 17.4	-4.1	-14.1	-3.0	2.8	24.0	19.9	-3.4	-0.3	1.7	103.7
COc1ccccc1NC(=O)Cn1c(=O)n2nc(C)nc2c2ccccc21
 : 14.6	-10.1	18.5	-3.1	0.0	1.0	8.1	-2.9	0.2	4.9	112.2
Cc1nc(SCn2nnc3ccccc3c2=O)nc(C)c1C
 : 3.3	-6.5	-3.4	-3.0	2.8	-38.3	12.9	-0.6	-0.9	-0.4	110.9
O=[N+]([O-])c1ccc(NN=Cc2cc(Br)ccc2O)nc1
 : -11.4	-10.2	x	-2.2	-0.2	-4.2	8.7	2.3	x	x	x
O=C(N/N=C/c1cccc(Oc2ccccc2)c1)c1ccccc1Br
 : -45.7	1.8	5.8	-8.2	1.2	x	19.1	7.6	1.6	1.8	109.4
S=c1[nH]nc(COc2ccccc2)n1/N=C/c1ccccn1
 : 14.7	-0.1	-5.4	0.4	1.2	5.7	4.4	-2.9	1.0	2.6	82.6
CC(C)Cn1cnc2c(c1=N)C(c1ccccc1)C1=C(CC(C)(C)CC1=O)O2 (stereo unspecified)
 : 20.6	-9.2	-3.0	-1.1	0.1	-16.7	2.7	-4.2	-0.7	0.6	x
O=C(NCc1ccco1)Nc1ccc([N+](=O)[O-])cc1
 : 9.0	-7.2	-18.6	-0.3	6.8	4.4	0.9	-1.6	2.0	7.4	98.5
